14-3-3g Raf = alters human 14-3-3 gamma binding to Raf peptide; P61981; FP, 14-3-3gamma / TMR-pS259-Raf peptide binding; inhibition, % at 40 µM; 0.19% of 160,000 active; AID 422; in the data active = inhibition above about 30%;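 also: 0% = protein plus tracer without compound and 100% = blank with tracer alone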
Target sequence (P61981 whole entry, looked up): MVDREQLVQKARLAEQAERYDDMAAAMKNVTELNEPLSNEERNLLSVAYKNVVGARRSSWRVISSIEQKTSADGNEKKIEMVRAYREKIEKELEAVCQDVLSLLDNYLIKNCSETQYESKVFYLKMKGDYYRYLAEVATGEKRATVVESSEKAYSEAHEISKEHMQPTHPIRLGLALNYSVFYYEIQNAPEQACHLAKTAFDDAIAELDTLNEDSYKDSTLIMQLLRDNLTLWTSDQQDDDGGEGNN
* hit, by the source's call; & = joins results of further samples.

cpd | structure | 14-3-3g Raf
1 | O=C1C(Nc2ccccc2)=C(N2CCOCC2)C(=O)c2ccccc21 | 4
2 | CCOC(=O)N1CCN(S(=O)(=O)c2ccc(F)c(C(=O)Nc3cccc(C)c3C)c2)CC1 | -1
3 | CCSCCOC(=O)C1=C(C)NC2=C(C(=O)CC(c3ccccc3OC)C2)C1c1cccc([N+](=O)[O-])c1 (stereo not drawn) | -7
4 | Cc1ccc(S(=O)(=O)Nc2ccccc2C(=O)Nc2nc3c(ccc4ccccc43)s2)cc1 | 19
5 | O=C(NCCCO)c1c(O)c2cccc3c2n(c1=O)CCC3 | 8
6 | COc1ccc(OC)c(NC(=O)C(CCS(C)(=O)=O)NC(C)=O)c1 (stereo not drawn) | -1
7 | O=C(CSc1nnc(-c2ccccc2)o1)N1CCOCC1 | -4&-2
8 | COC(=O)c1c(C)oc2ccc(OC(=O)c3ccco3)cc12 | 0
9 | COC(=O)c1ccc2c(=O)n(-c3cc(C(F)(F)F)ccc3Cl)c(=S)[nH]c2c1 | -2
10 | CCn1nc(C(=O)N2CCN(Cc3ccc4c(c3)OCO4)CC2)c2ccccc2c1=O | -7
11 | Cn1c(=O)[nH]c(=O)c2c1nc(SCC(O)CO)n2Cc1ccccc1Cl (stereo not drawn) | -9
12 | C=CCn1c(=S)[nH]c2sc3c(c2c1=O)CCC(C(C)(C)C)C3 (stereo not drawn) | -9
13 | S=c1[nH]nc(-c2ccc(Br)cc2)n1Cc1ccco1 | -5
14 | CCOc1ccccc1Oc1ccc(C(F)(F)F)cn1 | -3
15 | COCCNC(=O)CN(c1ccc(OC)c(OC)c1)S(=O)(=O)c1ccc(C)cc1 | 0
16 | COc1ccc(OC)c(NC(=O)c2cc(S(=O)(=O)NCc3ccco3)ccc2F)c1 | -5
17 | COc1ccc(NC(=O)C2=C(C)NC(=S)NC2c2ccccc2OC)c(OC)c1 (stereo not drawn) | -3
18 | O=C(O)CCc1n[nH]c(=S)[nH]c1=O | -8&-28
19 | CCOC(=O)c1ccc(NC(=O)CC2SC(=O)NC2=O)cc1 (stereo not drawn) | -9
20 | COc1ccc(OC)c(NC(=O)CN2C(=O)c3ccccc3Sc3ccc(C(=O)N4CCCC4)cc32)c1 | -22
21 | CCOC(=O)c1c(N)nn(C(=O)C(C)(C)C)c1-c1ccccc1 | -3
22 | Nc1ccc2nc(SCc3ccc(F)c4ccccc34)sc2c1 | -1
23 | CC(=O)Nc1ccc(NS(=O)(=O)c2ccc3[nH]c(=O)sc3c2)cc1 | 1
24 | COc1ccccc1C1SCCN1C(=O)c1cc2ccccc2oc1=O (stereo not drawn) | -6
25 | Cc1ccc(CNC(=O)c2nnn(-c3cccc(C)c3)c2N)cc1 | 1
26 | CN(C)S(=O)(=O)c1ccc(C(=O)OCC(=O)NC(=O)NCc2ccccc2)cc1 | -3
27 | O=[N+]([O-])c1ccc(S(=O)(=O)NCC2COc3ccccc3O2)cc1 (stereo not drawn) | 5
28 | Cc1ccc(C(=O)Nc2ccc(-c3nc4cc(C)ccc4o3)cc2)cc1 | -49
29 | O=C(Nc1ccccn1)NC1CCS(=O)(=O)C1 (stereo not drawn) | -3
30 | O=C(Cn1c2ccccc2c(=O)c2ccccc21)NC(c1ccccc1)c1ccccc1 | -13
31 | O=C(Nc1c2c(nn1-c1ccc(Cl)cc1)CS(=O)(=O)C2)c1ccc2c(c1)OCO2 | -11
32 | Cc1ccc(NS(=O)(=O)c2cccc(C(=O)Nc3cccc(C(=O)O)c3)c2)cc1 | -5

Of the compounds above, these contain fluorine.
cpd | structure | 14-3-3g Raf
2 | CCOC(=O)N1CCN(S(=O)(=O)c2ccc(F)c(C(=O)Nc3cccc(C)c3C)c2)CC1 | -1
9 | COC(=O)c1ccc2c(=O)n(-c3cc(C(F)(F)F)ccc3Cl)c(=S)[nH]c2c1 | -2
14 | CCOc1ccccc1Oc1ccc(C(F)(F)F)cn1 | -3
16 | COc1ccc(OC)c(NC(=O)c2cc(S(=O)(=O)NCc3ccco3)ccc2F)c1 | -5
22 | Nc1ccc2nc(SCc3ccc(F)c4ccccc34)sc2c1 | -1

Next part.
cpd | structure | 14-3-3g Raf
33 | O=C(NCCN1CCCC1)c1ccc2c(=O)n(Cc3ccc(Cl)cc3)c(=S)[nH]c2c1 | -28
34 | COc1ccccc1CNC(=O)CCc1nc(-c2ccccc2F)no1 | -4
35 | CSc1nnc2c(n1)OC(c1cccc(F)c1)N(C(C)=O)c1ccccc1-2 (stereo not drawn) | 5
36 | CC(C)c1ccc(Nc2cc(C(=O)NCc3ccc4c(c3)OCO4)c3ccccc3n2)cc1 | -2
37 | C(=N\c1nccs1)/Nc1nccs1 | -3
38 | Cc1c(C(=O)NC(=O)NCCC(C)C)c(Cl)nc(Cl)c1[N+](=O)[O-] | -1
39 | COc1cccc(C(=O)N2CCN(C(=O)c3cc(OC)cc(OC)c3)CC2)c1 | -3
40 | Cc1n[nH]c(C)c1SCC(=O)Nc1ccc(F)cc1 | 3
41 | CCC(C(=O)NCCN(CC)c1ccccc1)N1C(=O)COc2ccccc21 (stereo not drawn) | 6
42 | Nc1nc(Nc2ccccc2)nc2ccccc12 | -10
43 | COc1cc(CNC(=O)C2CCCC2)cc(OC)c1OC | -7
44 | CCOc1ccc2nc3sc(C(=O)N4CCN(C)CC4)c(N)c3cc2c1 | -20
45 | CCN(C(=O)Cn1c(=O)oc2ccccc21)c1cccc(C(F)(F)F)c1 | -9
46 | CCS(=O)(=O)c1c(S(=O)(=O)CC)c2cc(C(C)(C)C)ccn2c1C(=O)c1ccc(C)cc1 | 4
47 | O=C(CSc1nccn1-c1ccc(F)cc1)Nc1ccc(F)cc1 | -3
48 | Cc1cc(Br)c(NC(=O)Cn2c([N+](=O)[O-])cnc2C)cc1C | -16
49 | C=CCn1c(C)c(C(C)=O)c(N2CCOCC2)nc1=S | -4
50 | C=CCn1c(=N)c(C(=O)OC)cc2c(=O)n3ccccc3nc21 | -22
51 | O=C(Nc1nc2ccc([N+](=O)[O-])cc2s1)c1cccs1 | -3
52 | O=C(Cn1c(=O)n(Cc2ccc3c(c2)OCO3)c(=O)c2ccccc21)Nc1ccc(Cl)cc1 | 1
53 | COc1cc(C)nc(NCc2ccccc2)n1 | 1
54 | Cc1nc2nc(C)n(-c3ccccc3)c2s1 | -10
55 | Cc1ccc(-c2nc(CS(=O)CC(=O)N3CCN(c4ncccn4)CC3)c(C)o2)cc1 (stereo not drawn) | -6
56 | CCc1c(-c2ccccc2)nc2ccccc2c1C(=O)N1CCCC1 | 9
57 | CCOC(=O)NC1C=CS(=O)(=O)C1 (stereo not drawn) | -8
58 | CC(C)CSc1nnc(-c2ccccc2)c(-c2ccccc2)n1 | -14
59 | CN(Cc1ccccc1)C(=O)c1nn2c(C(F)(F)F)cc(-c3ccc(Cl)cc3)nc2c1Cl | 5
60 | CC(C)c1ccc(N2C(=O)[C@@H]3Cc4ccccc4CN3C2=O)cc1 | -6
61 | CCOC(=O)c1c(Nc2ccccc2N)cc(C)nc1C | 3
62 | COc1ccc(C2/C(=C(\O)c3ccc(Br)cc3)C(=O)C(=O)N2c2ccccn2)cc1 (stereo not drawn) | 4
63 | COc1ccc(N2C(=O)CSC2c2ccccc2Br)cc1Cl (stereo not drawn) | -1
64 | CCn1nc(C(=O)Nc2ccc(S(=O)(=O)Nc3nccs3)cc2)c2ccccc2c1=O | -15
65 | O=C(NC1CCCCC1)C1CCN(c2nc3ccccc3o2)CC1 | -11
66 | O=C(Nc1nc2ccc([N+](=O)[O-])cc2s1)c1cccc(Oc2ccccc2)c1 | -1
67 | Cc1cc(C)cc(NC(=O)c2cc(S(=O)(=O)N3CCc4ccccc4C3)ccc2F)c1 | 6
68 | COc1ccc(OCCNC(=O)c2ccc(C)cc2)cc1 | 2
69 | CC1=C(C(=O)OC2CCC(C)CC2)C(c2ccc([N+](=O)[O-])cc2)NC(=O)N1 (stereo not drawn) | -3
70 | Cc1ccc(S(=O)(=O)Nc2ccccc2C(=O)Nc2ccc3c(c2)C(=O)N(C)C3=O)cc1 | 1
71 | Cc1ccc(-c2nn(CCc3ccccc3)c(=O)c3ccccc23)cc1 | -3
72 | O=C(CSc1cn(Cc2ccc(Cl)cc2)c2ccccc12)Nc1ccc(F)cc1 | -9

A stretch taken from the entries so far:
cpd | structure | 14-3-3g Raf
65 | O=C(NC1CCCCC1)C1CCN(c2nc3ccccc3o2)CC1 | -11
66 | O=C(Nc1nc2ccc([N+](=O)[O-])cc2s1)c1cccc(Oc2ccccc2)c1 | -1

More structures.
cpd | structure | 14-3-3g Raf
73 | O=C(c1ccc(Cl)cc1)C1Oc2ccccc2C2CC(c3ccccc3)=NN12 (stereo not drawn) | 4
74 | COc1cc(C2Nc3ccc(C(=O)c4ccccc4)cc3NC3=C2C(=O)CCC3)ccc1OC(C)=O (stereo not drawn) | -1
75 | Cn1c(=O)c2c(nc(Oc3ccc4c(c3)OCO4)n2Cc2ccc(Cl)cc2)n(C)c1=O | -7
76 | Cc1ccc2oc(=O)c3cnn(CC(=O)NCCC(C)C)c3c2c1 | 3
77 | CCOC(=O)c1c[nH]c2c(C)c(C)ccc2c1=O | 5
78 | Cc1ccc(CCNC(=O)c2cc(=O)[nH]c3ccc(S(=O)(=O)N4CCCC4)cc23)cc1 | -7
79 | Cc1ccc(C2NC(=O)c3c(sc4c3CCN(C)C4)N2)s1 (stereo not drawn) | -43
80 | COc1cccc2cc(-c3nnc(Nc4cc(C(F)(F)F)ccc4Cl)s3)c(=O)oc12 | -2
81 | O=[N+]([O-])c1ccc(NCCNS(=O)(=O)Cc2ccccc2)cc1 | 10
82 | Cc1ccc(-c2nnc(Nc3ccc(Cl)cc3)c3ccccc23)cc1S(N)(=O)=O | -42
83 | CC1(C)CC2CC(C)(CN2C(=O)COC(=O)c2ccc(Cl)cc2N)C1 (stereo not drawn) | -4
84 | CCN(CC)C(=O)CN1C(=O)C2CC=C(Cl)CC2C1=O (stereo not drawn) | -10&-2
85 | CCOc1ccc2nc(NCCNS(=O)(=O)c3ccccc3)c(C#N)cc2c1 | -12
86 | O=C(Nc1ccc(Cl)cc1)N1CCC(c2nc(-c3ccc(F)cc3)no2)CC1 | -1
87 | CCc1ccc2[nH]c(C)c(CN3CCCC3)c(=O)c2c1 | -8
88 | COC(=O)C1C(=O)C2=C(CC1C)Nc1ccccc1NC2c1ccc(C)o1 (stereo not drawn) | -14
89 | CC(C)C(=O)N1CCN(c2nc(-c3ccccc3)c3c(c2C#N)CC(C)(C)OC3)CC1 | 2
90 | CC(C)(C)NC(=O)Cn1nc(C(F)(F)F)c2c1CCC2 | -14
91 | CCN1C(=O)OC2(CCCCC2)C1(C)O (stereo not drawn) | -2
92 | Cc1ccc(N2CCN(c3ccc(N4C(=O)COCC4=O)cc3[N+](=O)[O-])CC2C)cc1 (stereo not drawn) | 5
93 | CCOC(=O)c1cc(NC(=O)c2cc(C)on2)cc(C(=O)OCC)c1 | -6
94 | CSc1ccc(-c2nc3cnccn3c2NC2CCCC2)cc1 | -2
95 | COc1ccc(C(=O)CSc2nnc(-c3ccccc3)o2)cc1 | 3
96 | CC(C)(C)n1nc2c(c1NC(=O)c1ccco1)CS(=O)C2 (stereo not drawn) | 1&-1
97 | CCOc1cccc2c1OC(c1ccccc1Cl)N1N=C(c3ccc(C)o3)CC21 (stereo not drawn) | -104
98 | c1ccc2nc(-c3ccc4c(ccc5ccccc54)n3)ccc2c1 | -19
99 | CCN(CC)c1ccc(C=N/C(C#N)=C(\N)C#N)cc1 | -111
100 | CCSc1nnc(-c2cccc(S(=O)(=O)N(CC)CC)c2)n1Cc1ccccc1 | 1
101 | CC(C)C(=O)NC(C=Cc1ccccc1)c1cc([N+](=O)[O-])c2cccnc2c1O (stereo not drawn) | 2
102 | O=C(O)c1cccc2c1NC(c1cccc(Br)c1)C1C3CCC(C3)C21 (stereo not drawn) | -6
103 | CC(=O)Nc1c(C)ccc(S(=O)(=O)N2CCCCC2)c1C | 0
104 | COc1ccc(-c2noc(CN(C)S(=O)(=O)c3ccc(Cl)cc3)n2)cc1OC | 2
105 | Nc1ccccc1C(=O)Nc1cccc(C(=O)O)c1 | -5
106 | CCCC(=O)c1cc(-c2nc3ccccc3n2C)n(C)c1 | 5
107 | CC1Cc2nc(SCC(=O)Nc3cc(C(F)(F)F)ccc3Cl)n(Cc3ccccc3)c(=O)c2S1 (stereo not drawn) | 7
108 | CCCC(=O)NCCc1nc2ccccc2n1Cc1ccccc1F | -3
109 | CCOC(=O)C1=C(C)Nc2sc(C(=O)c3ccc(F)cc3)c(N)c2C1c1ccc(C(=O)OC)cc1 (stereo not drawn) | -16
110 | COc1cc(Br)cc(C=Cc2[nH]c(=O)[nH]c(=O)c2[N+](=O)[O-])c1OCc1ccccc1 | -10
111 | Cc1cc(C)c(NC(=O)c2cc(S(=O)(=O)NC3CCCCCC3)ccc2F)c(C)c1 | 13
112 | COc1ccccc1N1CCN(C(c2ccc(C)cc2)c2nnnn2C(C)C)CC1 (stereo not drawn) | 0

3 entries from above, with the structure last.
cpd	14-3-3g Raf	SMILES
95	3	COc1ccc(C(=O)CSc2nnc(-c3ccccc3)o2)cc1
96	1&-1	CC(C)(C)n1nc2c(c1NC(=O)c1ccco1)CS(=O)C2 (stereo not drawn)
97	-104	CCOc1cccc2c1OC(c1ccccc1Cl)N1N=C(c3ccc(C)o3)CC21 (stereo not drawn)

Continuation.
cpd | structure | 14-3-3g Raf
113 | O=c1cc(-c2ccco2)nc2c(n1)NON2 | -11
114 | COc1ccc(S(=O)(=O)N2CCCCC2)cc1C(=O)Nc1ccccc1 | 3
115 | Cc1cc(C)n(-c2nc3ccccc3c(=O)n2OC2CCCCC2)n1 | -2
116 | COc1ccc(C2=NN(C(=O)c3cccs3)C(c3ccccc3Cl)C2)cc1OC (stereo not drawn) | -8
117 | Cc1ccc2nc(-c3ccc(Br)cc3)oc(=O)c2c1 | -6
118 | Cc1cc(NC(=O)c2ccc(C(C)(C)C)cc2)nc2c1c(=O)oc1ccccc12 | -15
119 | Nn1c(SCC(=O)NC(=O)NC2CCCC2)nnc1-c1ccccc1F | 1
120 | O=C1C2C(c3ccccc3)C=CC(c3ccccc3)C2C(=O)N1c1ccc(F)cc1 (stereo not drawn) | -9
121 | COc1ccc(C)cc1NC(=O)CN1CCN(S(=O)(=O)c2ccc(C(C)C)cc2)CC1 | -4

Pulled by structure from the entries so far, 2 records:
cpd | structure | 14-3-3g Raf
99 | CCN(CC)c1ccc(C=N/C(C#N)=C(\N)C#N)cc1 | -111
116 | COc1ccc(C2=NN(C(=O)c3cccs3)C(c3ccccc3Cl)C2)cc1OC (stereo not drawn) | -8

Not all compounds are listed; the hit share may differ from the screen's.
